# MITF act = increases MITF-driven TRPM1 promoter luciferase signal. activation, % at 12.5 µM. SK-MEL-5 TRPM1-promoter luciferase, 24 h; % of positive control, neutral wells = 0. actives 0.75% (n = 300,000);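 active = mean activation of at least 80% with every replicate also reaching 80%; inconclusive = mean reaches 80% but some replicate falls short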;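 also: 0% = neutral control wells and 100% = parthenolide positive control wells; values of inactives mirror those of a sister screen read the other way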
# cardiac RTF act = cardiac RTF calcium sensitization | AID 493008 | P19429+P45379 | IANBD-labeled TnC RTF fluorescence at EC20 calcium; 0% EC20 calcium, 100% full calcium | activation, % at 7.2 µM | actives 0.24% (n = 340,000);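 active = activation above the mean over all tested compounds plus 3 SD, cut at about 30% in these data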;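 also: rise in fluorescence read as greater calcium sensitivity of cardiac thin filaments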
# SR-BI HDL uptake = inhibitors of mouse SR-BI mediated HDL lipid uptake. Q61009. actives 0.96% (n = 320,000). ldlA[mSR-BI] CHO cells, DiI-HDL uptake fluorescence, 3 h. inhibition, % at 12.5 µM;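 active = mean replicate inhibition of at least 70% and a set share of replicates each scoring 70 or more; inconclusive = meets just one of the two criteria; inactive = fails both criteria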;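 also: 0% = median of neutral control wells and 100% = median of positive control wells; values of inactives mirror those of a sister screen read the other way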
# Target sequence (Q61009 whole entry, looked up): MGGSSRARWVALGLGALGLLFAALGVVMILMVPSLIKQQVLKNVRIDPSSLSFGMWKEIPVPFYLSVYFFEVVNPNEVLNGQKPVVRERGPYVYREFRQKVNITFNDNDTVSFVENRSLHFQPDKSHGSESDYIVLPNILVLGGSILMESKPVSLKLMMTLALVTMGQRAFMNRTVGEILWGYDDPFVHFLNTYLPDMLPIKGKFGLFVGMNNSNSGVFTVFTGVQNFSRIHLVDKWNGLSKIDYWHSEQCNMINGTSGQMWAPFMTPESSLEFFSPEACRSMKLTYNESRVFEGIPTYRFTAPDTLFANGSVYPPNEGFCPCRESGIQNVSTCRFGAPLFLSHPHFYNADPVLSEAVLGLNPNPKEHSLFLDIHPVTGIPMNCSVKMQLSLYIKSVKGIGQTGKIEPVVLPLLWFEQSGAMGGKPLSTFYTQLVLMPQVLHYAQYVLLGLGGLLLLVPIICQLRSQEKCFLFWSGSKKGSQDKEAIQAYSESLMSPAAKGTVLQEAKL
# Wnt bcat act = activates Wnt/beta-catenin signaling in a reporter cell assay. activation, % at 9.35 µM. actives 1.2% (n = 300,000). activator, plate reader; in the data active = activation above about 30%, passing the limit was not always enough; inconclusive = no clear call, values can overlap the other calls;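 also: 0% = neutral control wells and 100% = positive control wells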
# dFosB act = mouse delta FosB homodimer activation; P13346; actives 0.99% (n = 340,000); activation, % at 25 µM; AID 493131; purified delta FosB, TAMRA-CDK5 oligo fluorescence polarization; percent of positive-control signal above neutral wells;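 active = mean activation above about 17%, with every replicate also reaching it, limit read from the data, passing the limit was not always enough; inconclusive = only one of the two conditions met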;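 also: fluorescence polarization rise as delta FosB binds a TAMRA Cdk5 AP-1 oligo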
# Rtt109 Vps75 = inhibitors of Candida albicans Rtt109/Vps75 histone acetyltransferase; AID 540336; inhibition, % at 34.9 µM; purified Rtt109/Vps75, ThioGlo CoA-SH fluorescence, 4 h; actives 0.16% (n = 330,000);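 active = inhibition of at least 50% in every replicate; inconclusive = best replicate reaches 50% inhibition but some replicates fall short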
# HTR5A ag ctr = counter-screen for OPRM1-OPRD1 agonists: human HTR5A agonism; P47898; HTR5A agonist assay, luminescence, cell-based; activation, % at 9.3 µM; actives 0.61% (n = 340,000); AID 504692; in the data active = activation mostly above about 9.5%, no sharp cut-off; inactive = mostly below about 7.6%;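 also: 0% = cells with vehicle only and 100% = reference agonist; strong numbers were not always called active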
# Target sequence (P47898 whole entry, looked up): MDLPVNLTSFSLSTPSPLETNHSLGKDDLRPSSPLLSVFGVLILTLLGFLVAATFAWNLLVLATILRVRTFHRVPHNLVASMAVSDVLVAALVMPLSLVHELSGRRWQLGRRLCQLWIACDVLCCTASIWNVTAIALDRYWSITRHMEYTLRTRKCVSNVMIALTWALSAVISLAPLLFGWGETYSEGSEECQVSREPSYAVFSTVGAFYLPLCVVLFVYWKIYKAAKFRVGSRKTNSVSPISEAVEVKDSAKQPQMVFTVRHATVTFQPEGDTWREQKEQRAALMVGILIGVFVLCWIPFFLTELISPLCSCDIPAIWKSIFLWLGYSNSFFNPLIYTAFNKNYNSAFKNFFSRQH
# SR-BI uptake up = activators of SR-BI mediated HDL lipid uptake | CHO ldlA[mSR-BI] cells, DiI-HDL uptake fluorescence, 3 h; 100 = double the neutral-control signal | activation, % at 12.5 µM | actives 0.096% (n = 320,000) | AID 504775;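 active = mean replicate activation of at least 60% and every replicate at or above 60%; inconclusive = mean or all-replicate condition met, but not both; inactive = mean below 60% and not all replicates reaching 60%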;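 also: 0% = median plate neutral-control signal and 100% = twice that signal; values of inactives mirror those of a sister screen read the other way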
#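 Material: SR-BI-overexpressing, LDLR-lacking CHO cells | Dosing: Single compound concentration, delivered by pin transfer | Probe or stimulus: Labelled HDL, 10 µg/mL | Signal: Bottom-read cell fluorescence after medium removal, ex 550/em 595 nm | Schedule: 3 h, 37 °C | Evaluation: HDL uptake via cellular fluorescence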
# PvdQ acylase = blocks Pseudomonas aeruginosa PvdQ acylase activity; purified PvdQ acylase, fluorescence plate reader; inhibition, % at 10 µM; actives 0.063% (n = 340,000); AID 488965; in the data active = inhibition above about 30%, passing the limit was not always enough; inconclusive = no clear call, values can overlap the other calls;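 also: 0% = vehicle neutral wells and 100% = reference inhibitor wells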
# CDK5 inh = CDK5/p35 (human) kinase inhibition; Q00535+Q15078; Recombinant CDK5/p35, ADP-Glo luminescence, 60 min; inhibition, % at 10 µM; actives 0.01% (n = 330,000);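 active = highest replicate inhibition of at least 50% and at least 75% of replicates reaching 50%; inconclusive = only one of the two criteria met; inactive = both criteria failed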;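 also: plate controls were DMSO neutral control for no effect and GW8510 at 10 µM for full effect; many of its hits are not listed in these tables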
# * marks the source's active call; other numbers are inactive results; ? = inconclusive; / = no result given.
# Every second line gives: CDK5 inh	Rtt109 Vps75	PvdQ acylase	MITF act	SR-BI uptake up	dFosB act	cardiac RTF act	HTR5A ag ctr	Wnt bcat act	SR-BI HDL uptake
Cc1ccc(-n2[nH]c(C)c(C=NCc3ccncc3)c2=O)cc1
→ -0.6	1	-4	46	/	-8	1	1	30	/
COCC(=O)n1nc(-c2ccccc2)nc1NCc1ccc(F)cc1
→ -0.7	4	-1	/	29	1	-3	-1	/	-29
S=C(NCc1ccco1)Nc1cc(-c2ccccc2)[nH]n1
→ 2.4	0	-11	29	-11	-9	2	-3	10	11
O=C(Nc1ccccc1SCC1CSc2nc3ccccc3c(=O)n21)c1ccccc1Cl (stereo not drawn)
→ -1.8	3	17	8	22	-11	-3	3	/	-22
O=C(Nc1ccc(S(=O)(=O)N2CCCC2)cc1)c1cccnc1
→ -0.8	13	4	-8	-3	-7	-4	0	/	3
Cc1cc(C)n(C(=O)CNC(=O)c2ccco2)n1
→ -1.7	6	-4	-5	7	3	2	4	/	-7
O=C(c1cn(-c2ccccc2)nc1-c1ccccc1)n1nnc2ccccc21
→ -0.2	-2	-10	-14	26	1	-2	0	-5	-26
COC(=O)c1ccccc1N=Nc1c(C)noc1C
→ 0.3	1	-10	-1	5	1	8	-4	3	-5
Cc1cc(=O)oc2cc(N3C(=O)CC(Cc4ccccc4)C3=O)ccc12 (stereo not drawn)
→ -0.4	5	-16	9	6	0	1	3	-2	-6
Cc1ccccc1-c1cc(C(=O)N2CCCC2)c2ccccc2n1
→ 0.9	-5	-9	-6	3	-16	4	4	0	-3
CC(NC(=O)c1ccc(S(=O)(=O)C(F)F)cc1)c1ccccc1 (stereo not drawn)
→ 0.1	3	-12	3	1	-7	1	-7	0	-1
C/C(=N\NC(=O)C1(C)CC1(Br)Br)c1ccc([N+](=O)[O-])cc1 (stereo not drawn)
→ 1.0	10	5	-1	-9	-3	-3	-3	-3	13
CCOc1cc(-c2nn3cnnc3s2)cc(OCC)c1OCC
→ 1.4	-12	-15	/	-66	-10	8	-2	6	66
COc1ccc2ccc(O)c(CN3CCN(S(=O)(=O)c4cccc(C(F)(F)F)c4)CC3)c2c1
→ -1.6	5	9	-26	7	-8	7	-2	0	-7
COc1ccc(N2CCN(CC(=O)N3N=CCC3c3ccccc3)CC2)cc1 (stereo not drawn)
→ 0.6	16	-2	-12	18	-2	-4	-4	-5	-18
O=C(Nc1ccccc1C(=O)N1CCOCC1)C1CC(=O)N(C2CCCC2)C1 (stereo not drawn)
→ 2.4	5	-1	-3	-4	-4	-10	-6	/	4
COc1ccc(CC(=O)Oc2ccc(Cl)cc2Br)cc1S(=O)(=O)N1CCOCC1
→ 1.1	-3	-1	-3	21	-3	-2	1	-1	-21
CN(CC#CC1(O)c2ccccc2-c2ccccc21)Cc1ccccc1
→ -2.2	0	-7	-1	16	-2	-1	-2	-6	-16
Cc1ccc(S(=O)(=O)N2CCC(C(=O)Nc3ccc4c(c3)OCO4)CC2)cc1
→ -0.6	/	-3	/	-3	-1	-2	-1	1	3
COc1ccc(C(=O)Nc2cccc(C)c2)cc1
→ 1.9	5	-5	/	-24	0	-2	0	58*	24
O=[N+]([O-])c1cccc(CN2C[C@@]34C=C[C@@H](C[C@@H]3S2(=O)=O)O4)c1
→ 0.2	-9	-6	1	/	2	-9	-2	-3	/
COc1ccc(C2(CNC(=O)c3cccc([N+](=O)[O-])c3)CCOCC2)cc1OC
→ 0.5	-10	7	3	20	-8	-3	-3	/	-20
Cc1ccc2cc(CNC(C)C)c(=O)[nH]c2c1
→ 0.3	6	-8	-10	-12	0	-2	3	0	12
O=C(NN1CCOCC1)c1cc(-c2ccccc2)nc2ccccc12
→ 0.5	3	-8	5	1	0	-2	-2	-6	-1
COCCN(C(=O)COC(=O)CCc1nc2ccccc2s1)c1c(N)n(Cc2ccccc2)c(=O)[nH]c1=O
→ -1.1	-1	2	-12	1	-4	0	1	-1	-1
O=C(C1CC1)N1CCc2cc(S(=O)(=O)N3CCN(c4ccccc4)CC3)ccc21
→ 1.7	-3	-10	-8	13	5	-6	5	-2	-13
C/C(=N\NC(=S)Nc1c(C)cccc1C)c1ccc(O)cc1
→ 0.5	-19	-4	-2	/	-12	-3	-1	2	/
Cc1onc(-c2ccccc2Cl)c1C(=O)Nc1ccc(-c2cn3cccnc3n2)cc1
→ -0.3	11	8	11	-23	-14	3	1	/	23
Cc1cccc(Nc2cc(=O)[nH]c(=O)[nH]2)c1
→ 2.3	-6	-13	2	28	2	-6	4	-1	-28
COc1cc(C(=S)N(C)C)ccc1O
→ 1.9	5	-14	-16	3	6	-2	4	-4	50

# Looked up above.
# COCCN(C(=O)COC(=O)CCc1nc2ccccc2s1)c1c(N)n(Cc2ccccc2)c(=O)[nH]c1=O in PvdQ acylase has 2
# C/C(=N\NC(=S)Nc1c(C)cccc1C)c1ccc(O)cc1 in Rtt109 Vps75 has -19
# Cc1ccc2cc(CNC(C)C)c(=O)[nH]c2c1 in CDK5 inh has 0.3
# COC(=O)c1ccccc1N=Nc1c(C)noc1C in SR-BI uptake up has 5
# CC(NC(=O)c1ccc(S(=O)(=O)C(F)F)cc1)c1ccccc1 (stereo not drawn) in PvdQ acylase has -12
# COc1cc(C(=S)N(C)C)ccc1O in Rtt109 Vps75 has 5
# COCC(=O)n1nc(-c2ccccc2)nc1NCc1ccc(F)cc1 in SR-BI uptake up has 29

# Additional results follow:
# Every second line gives: CDK5 inh	Rtt109 Vps75	PvdQ acylase	MITF act	SR-BI uptake up	dFosB act	cardiac RTF act	HTR5A ag ctr	Wnt bcat act	SR-BI HDL uptake
O=C(COc1ccccc1)N1CCN(S(=O)(=O)c2cccc([N+](=O)[O-])c2)CC1
→ -3.9	2	-15	-7	4	-5	5	2	0	-4
O=C(CSc1nncc2ccccc12)Nc1cccc(C(=O)O)c1
→ 1.8	3	-3	7	/	-3	0	3	1	/
COc1cccc(CNC(=O)Cc2ccc(-n3c(=O)[nH]c4ccccc4c3=O)cc2)c1
→ 0.5	2	-7	-1	2	0	-6	12	0	-2
Cc1onc(-c2c(F)cccc2Cl)c1C(=O)NC1CC1
→ 2.0	-3	-9	-4	15	-1	-5	0	-1	-15
COc1ccc(C(=O)/C=C(\C)Nc2ccc3c(c2)OCO3)cc1
→ 5.1	-1	-14	/	1	6	1	-4	?	-1
CC(C)C[C@@H](COc1ccccc1)N1CCN(Cc2ccccc2)CCC1=O
→ -3.2	2	-9	-2	12	1	0	5	-1	-12
C/C=C/C(=O)Nc1cccc(C2=NOC3(C2)C[C@@H](C(N)=O)N(C(=O)C(c2ccccc2)c2ccccc2)C3)c1 (stereo partly drawn)
→ -0.5	?	-18	-6	-29	-19	2	6	-1	29
O=C(O)Cc1csc(NC(=O)c2ccco2)n1
→ -0.1	1	1	/	15	-4	-6	2	0	-15
N#Cc1ccc(COC(=O)c2cnc3ccccc3n2)cc1
→ 2.2	-1	-11	4	/	3	-2	-3	2	/
CC1(C)c2[nH]c3ccccc3c2C[C@@H]2C(=O)N(c3ccc(F)cc3F)C(=O)N21
→ -0.2	0	-11	5	-62	-4	12	0	-1	62
O=C1/C(=C/c2cccs2)NC(=S)N1C1CC1
→ 1.9	-6	7	12	36	0	-2	3	0	-36
COc1ccc(Cl)cc1NC(=O)CSc1nnc(CNC(=O)c2cccs2)o1
→ 2.7	4	-12	1	-12	-6	-5	-1	0	12
CCCNC(=O)c1ccc(COc2ccc(CCC)cc2OC)o1
→ 0.9	1	4	8	-23	-3	-3	-1	3	23
COc1ccc(NC(=O)CCCNC(=O)c2ccc(Cl)cc2)cc1OC
→ 1.3	7	0	-4	2	2	-2	3	-1	-2
CCCCCCCCCCCC(=O)NC(C(=O)O)C(O)c1ccccc1 (stereo not drawn)
→ -2.1	-2	0	-8	2	0	-1	-2	-2	-2
CC(C)c1nnc(SCC(=O)N2CCc3ccccc32)n1N
→ -1.8	5	-17	12	16	-3	0	-2	-1	-16
CCN(Cc1ccccc1)C(=O)CSc1n[nH]c(N)n1
→ 0.6	0	-3	7	20	3	0	5	0	-20
NC(=S)Nn1c(-c2ccccc2)nc2ccccc2c1=O
→ /	11	2	-4	16	-3	1	-3	/	-16
O=C(CNCc1ccccc1Cl)Nc1ccc(C(=O)N2CCCCC2)cc1
→ -0.6	1	-14	0	-57	-6	-4	3	3	57
COC(=O)c1ccc(OC)c(CSc2nnc(-c3ccc(C)cc3)o2)c1
→ -0.6	0	10	-10	26	-5	-1	-1	-10	-26
CN(C)c1ccc(-c2n[nH]c(=S)n2-c2ccccc2)cc1
→ 0.0	-8	-11	-8	-33	-7	1	-1	0	33
NC(=O)c1cc(NC(=O)COC(=O)CCCN2C(=O)c3cccc4cccc(c34)C2=O)cc(C(N)=O)c1
→ 1.5	-3	11	0	4	-19	-2	-3	-1	-4
CCn1cc([N+](=O)[O-])c(C(=O)Nc2nc3ccc(OC)cc3s2)n1
→ -0.2	-2	-17	23	-6	-4	3	-3	/	6
O=C(CSCc1ccc(F)cc1)N1CCN(c2ccc(F)cc2)CC1
→ -0.6	-1	-13	21	0	-12	2	2	/	0
NS(=O)(=O)c1cc(C(=O)N=Nc2c(O)[nH]c3ccccc23)ccc1Cl
→ 1.7	-13	-10	43	14	-3	-3	-6	12	-14
O=S(=O)(NCc1c(Cl)cccc1Oc1ccccc1)c1ccccc1
→ -1.7	9	-13	-4	-1	-10	4	5	-1	1
N#CCCn1cc(C(N)=O)c(-c2ccc3ccccc3c2)n1
→ 0.4	2	-15	9	2	-1	2	-1	1	-2
CCCCCN1CN(S(=O)(=O)c2cccs2)c2nc3ccccc3nc21
→ -0.2	2	-5	6	/	-7	0	-2	0	/
Cc1ccc(C)c(S(=O)(=O)NCCN2CCOCC2)c1
→ 0.9	0	-19	-5	14	3	1	3	-1	-14

# Entries of single compounds as entered above. Values in the order: CDK5 inh, Rtt109 Vps75, PvdQ acylase, MITF act, SR-BI uptake up, dFosB act, cardiac RTF act, HTR5A ag ctr, Wnt bcat act, SR-BI HDL uptake
# COc1cccc(CNC(=O)Cc2ccc(-n3c(=O)[nH]c4ccccc4c3=O)cc2)c1 is listed as 0.5, 2, -7, -1, 2, 0, -6, 12, 0, -2
# O=C(CSCc1ccc(F)cc1)N1CCN(c2ccc(F)cc2)CC1 is listed as -0.6, -1, -13, 21, 0, -12, 2, 2, /, 0

# Pulled by structure from above:
# Every second line gives: CDK5 inh	Rtt109 Vps75	PvdQ acylase	MITF act	SR-BI uptake up	dFosB act	cardiac RTF act	HTR5A ag ctr	Wnt bcat act	SR-BI HDL uptake
CCCCCCCCCCCC(=O)NC(C(=O)O)C(O)c1ccccc1 (stereo not drawn)
→ -2.1	-2	0	-8	2	0	-1	-2	-2	-2
NC(=S)Nn1c(-c2ccccc2)nc2ccccc2c1=O
→ /	11	2	-4	16	-3	1	-3	/	-16

# An unsorted share of the library. About 4.4% of those tested had a hit in this group.
